CAL PDZ FP-1: inhibitors of human CAL PDZ peptide binding | inhibition, % at 24.9 µM | AID 602252 | purified CAL PDZ, TMR-peptide fluorescence polarization, 1 h | Q9HD26 | hit rate 0.92% among 300,000;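 active = mean inhibition of at least 30% with at least half of replicates also reaching 30%; inconclusive = no clear call, values can overlap the other calls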;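 also: 0% = DMSO neutral control and 100% = excess unlabeled competitor peptide PRC23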
Ecoli viability: counter-screen for AddAB inhibitors: E. coli growth inhibition; E. coli V3065 growth, OD600 absorbance, 18 h; inhibition, % at 11.9 µM; hit rate 0.27% among 330,000;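 active = inhibition above the campaign's mean inhibition across all tested compounds plus 3 SD, cut at about 9.9% in these data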;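 also: uninfected addAB+ strain grown without phage in ampicillin broth; 0% = DMSO wells and 100% = ciprofloxacin 0.95 µg/ml wells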
MITF TRPM1 HTS: activators of MITF-driven TRPM1 promoter activity in SK-MEL-5 cells. activation, % at 12.5 µM. SK-MEL-5 TRPM1-promoter luciferase, 24 h; % of positive control, neutral wells = 0. hit rate 0.75% among 300,000. AID 588334;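 active = mean activation of at least 80% with every replicate also reaching 80%; inconclusive = mean reaches 80% but some replicate falls short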;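 also: 0% = neutral control wells and 100% = parthenolide positive control wells; values of inactives mirror those of a sister screen read the other way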
SR-BI DiI-HDL act: enhances SR-BI lipid uptake from DiI-HDL; activation, % at 12.5 µM; CHO ldlA[mSR-BI] cells, DiI-HDL uptake fluorescence, 3 h; 100 = double the neutral-control signal; hit rate 0.096% among 320,000;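 active = mean replicate activation of at least 60% and every replicate at or above 60%; inconclusive = mean or all-replicate condition met, but not both; inactive = mean below 60% and not all replicates reaching 60%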;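 also: 0% = median plate neutral-control signal and 100% = twice that signal; values of inactives mirror those of a sister screen read the other way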
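Assay system: LDL receptor-deficient CHO ldlA cells overexpressing murine SR-BI / Medium: BSA-supplemented, HEPES-buffered Ham's F12, pH 7.4 / Probe or stimulus: DiI-labelled HDL at 10 µg/mL final / Timing: compound with DiI-HDL co-incubation, 3 h at 37 °C / Technique: bottom-read cell fluorescence after medium removal, ex 550/em 595 nm / Measure: HDL uptake via cellular fluorescence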
CAL PDZ FP-2: blocks peptide binding to human CAL PDZ domain; hit rate 0.02% among 330,000; purified CAL PDZ, TMR-peptide fluorescence polarization, 1 h; Q9HD26; AID 504414; inhibition, % at 20 µM;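 active = highest replicate inhibition of at least 40%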;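 also: plate controls were DMSO neutral control wells for no effect and unlabeled competitor peptide control wells for full effect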
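Material: tagged CAL PDZ domain; buffer or medium: 25 mM sodium phosphate pH 7.4, 150 mM NaCl, TCEP, IgG, Thesit; compound dosing: single point, 20 µM; schedule: 1 h incubation at room temperature before polarization reading; measured by: FP readout, S and P plane fluorescence; read-out basis: percent inhibition from loss of millipolarization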
SR-BI HDL uptake: inhibitors of mouse SR-BI mediated HDL lipid uptake. Q61009. ldlA[mSR-BI] CHO cells, DiI-HDL uptake fluorescence, 3 h. inhibition, % at 12.5 µM. hit rate 0.96% among 320,000. AID 488896;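 active = mean replicate inhibition of at least 70% and a set share of replicates each scoring 70 or more; inconclusive = meets just one of the two criteria; inactive = fails both criteria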;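 also: 0% = median of neutral control wells and 100% = median of positive control wells; values of inactives mirror those of a sister screen read the other way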
Target sequence (Q61009 whole entry, looked up): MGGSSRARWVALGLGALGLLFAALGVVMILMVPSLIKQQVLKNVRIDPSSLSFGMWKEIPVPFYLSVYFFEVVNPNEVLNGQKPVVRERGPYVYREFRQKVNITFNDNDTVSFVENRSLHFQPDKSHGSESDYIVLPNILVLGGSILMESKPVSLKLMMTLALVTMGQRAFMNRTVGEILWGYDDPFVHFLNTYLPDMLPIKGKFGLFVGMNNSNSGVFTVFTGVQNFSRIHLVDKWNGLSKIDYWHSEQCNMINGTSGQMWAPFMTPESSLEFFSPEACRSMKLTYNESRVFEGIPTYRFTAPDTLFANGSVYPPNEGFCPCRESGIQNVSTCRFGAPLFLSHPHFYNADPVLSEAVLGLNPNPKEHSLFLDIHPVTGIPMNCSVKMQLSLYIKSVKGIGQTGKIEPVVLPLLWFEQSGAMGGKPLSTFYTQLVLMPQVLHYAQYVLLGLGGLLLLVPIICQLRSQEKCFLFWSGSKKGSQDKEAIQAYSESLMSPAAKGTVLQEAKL
phage Ecoli inh: E. coli growth loss with phage present; growth absorbance; inhibition, % at 11.9 µM; hit rate 0.26% among 360,000; in the data active = inhibition above about 11%
AddAB inh: less growth of phage-infected E. coli with AddAB; hit rate 0.29% among 330,000; AID 435030; inhibition, % at 11.9 µM; E. coli expressing H. pylori AddAB, absorbance growth; in the data active = inhibition above about 12%;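 also: 0% = vehicle wells of infected cells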
Wnt act: activates Wnt/beta-catenin signaling in a reporter cell assay | activator, plate reader | activation, % at 9.35 µM | hit rate 1.2% among 300,000 | AID 743398; in the data active = activation above about 30%, passing the limit was not always enough; inconclusive = no clear call, values can overlap the other calls;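 also: 0% = neutral control wells and 100% = positive control wells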
Tat transport: inhibitors of E. coli Tat protein transport; E. coli MC4100 TorA-mCherry Tat export, fluorescence; inhibition, % at 10 µM; hit rate 0.036% among 340,000;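 active = mean replicate inhibition at least 50% and at least half of replicates individually reaching 50%; inconclusive = only one of the two criteria met; inactive = neither criterion met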;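 also: exported cargo escapes ClpAP degradation while cytoplasmic cargo is degraded and loses fluorescence; 0% = median of neutral control wells and 100% = median of NaSCN control wells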
Numbers without * were called inactive.

How did CCOC(=O)c1sc2nc(C)nc(NCCc3ccc(S(N)(=O)=O)cc3)c2c1C do in these assays?
CAL PDZ FP-1: -5; Ecoli viability: 0.2; MITF TRPM1 HTS: -3; SR-BI DiI-HDL act: -46; CAL PDZ FP-2: -0.1; SR-BI HDL uptake: 46; phage Ecoli inh: 0.8; AddAB inh: 1.2; Wnt act: 19; Tat transport: -6

What do the screens show for `Cc1cc(C)c(C(CC(=O)c2cccs2)C(C#N)C#N)c(C)c1` (centres undefined)?
CAL PDZ FP-1: 4; Ecoli viability: -0.5; MITF TRPM1 HTS: 44; SR-BI DiI-HDL act: 12; CAL PDZ FP-2: 0.1; SR-BI HDL uptake: -12; phage Ecoli inh: 2.7; AddAB inh: 5.1; Wnt act: 49*; Tat transport: 7

What do the screens show for `CCOC(=O)Nc1cc(NC(=O)OCC)c(C)nc1C`?
CAL PDZ FP-1: 10; Ecoli viability: -1.7; MITF TRPM1 HTS: -4; SR-BI DiI-HDL act: -1; CAL PDZ FP-2: 0.0; SR-BI HDL uptake: 1; phage Ecoli inh: -3.0; AddAB inh: -1.8; Wnt act: inconclusive; Tat transport: -4

How did COc1ccc(SCc2noc(C(=O)NCC3CCCO3)c2C(=O)O)cc1 (centres undefined) do in these assays?
CAL PDZ FP-1: 16; Ecoli viability: -0.3; SR-BI DiI-HDL act: 9; CAL PDZ FP-2: -0.3; SR-BI HDL uptake: -9; phage Ecoli inh: -0.2; AddAB inh: 1.0; Wnt act: 0; Tat transport: -4

How did O=C(Cn1c(=O)n(CC2CCCO2)c(=O)c2ccccc21)c1ccc(Cl)c(Cl)c1 (centres undefined) do in these assays?
CAL PDZ FP-1: -1; Ecoli viability: -2.1; MITF TRPM1 HTS: -7; CAL PDZ FP-2: -0.1; SR-BI HDL uptake: -8; phage Ecoli inh: 4.2; AddAB inh: 1.3; Tat transport: -3

What do the screens show for `COc1cc(NC(=O)C2CCCCC2)c2ncccc2c1`?
CAL PDZ FP-1: -2; Ecoli viability: 0.2; MITF TRPM1 HTS: -8; SR-BI DiI-HDL act: -46; CAL PDZ FP-2: -1.5; SR-BI HDL uptake: 46; phage Ecoli inh: 2.2; AddAB inh: -0.2; Tat transport: 8

Results for O=C1CCc2cc(S(=O)(=O)Nc3ccccc3)cc3c2N1CCC3 ?
Ecoli viability: -1.0; MITF TRPM1 HTS: 2; SR-BI DiI-HDL act: 0; CAL PDZ FP-2: 0.3; SR-BI HDL uptake: 0; phage Ecoli inh: 1.9; AddAB inh: -2.3; Wnt act: -4; Tat transport: 8

Results for Cn1nnnc1Sc1ccc([N+](=O)[O-])cc1Cl ?
CAL PDZ FP-1: 3; Ecoli viability: -0.4; MITF TRPM1 HTS: -11; SR-BI DiI-HDL act: 13; CAL PDZ FP-2: 1.0; SR-BI HDL uptake: -13; phage Ecoli inh: -0.6; AddAB inh: 1.0; Wnt act: 0; Tat transport: -12

How did O=C(Nc1ccc(F)cc1)c1ccc2[nH]c(=O)c(=O)[nH]c2c1 do in these assays?
CAL PDZ FP-1: -11; Ecoli viability: -4.3; MITF TRPM1 HTS: -12; SR-BI DiI-HDL act: 3; CAL PDZ FP-2: -3.3; SR-BI HDL uptake: -3; phage Ecoli inh: 1.8; AddAB inh: 0.1; Wnt act: 0; Tat transport: -4

What do the screens show for `Cc1ccc(S(=O)(=O)N2CCC(C(N)=O)CC2)cc1[N+](=O)[O-]`?
Ecoli viability: -0.2; MITF TRPM1 HTS: -4; SR-BI DiI-HDL act: 14; CAL PDZ FP-2: 1.0; SR-BI HDL uptake: -14; phage Ecoli inh: -0.1; AddAB inh: 2.7; Wnt act: -1; Tat transport: -1

What do the screens show for `CCc1ccc(NC(=O)C2CCN(C(=O)[C@@H]3Cc4ccccc4CN3)CC2)cc1`?
CAL PDZ FP-1: 1; Ecoli viability: -2.5; MITF TRPM1 HTS: 29; SR-BI DiI-HDL act: 1; CAL PDZ FP-2: -1.0; SR-BI HDL uptake: -1; phage Ecoli inh: 4.5; AddAB inh: 0.5; Wnt act: 3; Tat transport: 33

How did O=C1NC(c2ccncc2)C(C(=O)c2cccs2)C(O)(C(F)(F)F)N1 (centres undefined) do in these assays?
CAL PDZ FP-1: 1; Ecoli viability: 0.2; SR-BI DiI-HDL act: 18; CAL PDZ FP-2: 0.9; SR-BI HDL uptake: -18; phage Ecoli inh: 1.0; AddAB inh: 3.6; Wnt act: -7; Tat transport: -5

What do the screens show for `NS(=O)(=O)c1ccc(NC(=O)COC(=O)c2cc([N+](=O)[O-])ccc2Cl)cc1`?
CAL PDZ FP-1: 0; Ecoli viability: -0.2; MITF TRPM1 HTS: -16; CAL PDZ FP-2: -0.1; phage Ecoli inh: -1.1; AddAB inh: 1.8; Wnt act: -1; Tat transport: -2

How did CCOC(=O)c1[nH]c(C)c(C(=O)OCC(=O)NC2CCS(=O)(=O)C2)c1C (centres undefined) do in these assays?
CAL PDZ FP-1: 1; Ecoli viability: -1.9; MITF TRPM1 HTS: -2; SR-BI DiI-HDL act: -10; CAL PDZ FP-2: -2.8; SR-BI HDL uptake: 10; phage Ecoli inh: -0.3; AddAB inh: -2.6; Wnt act: 5; Tat transport: -3

How did C=CCN(c1ccccc1)S(=O)(=O)c1cccc(C(=O)OCC(=O)NC2CC2)c1 do in these assays?
CAL PDZ FP-1: -4; Ecoli viability: -0.7; MITF TRPM1 HTS: -8; SR-BI DiI-HDL act: -4; CAL PDZ FP-2: 0.5; SR-BI HDL uptake: 4; phage Ecoli inh: 4.4; AddAB inh: -1.1; Wnt act: -4; Tat transport: -8

What do the screens show for `Cc1ccc(N2C(=O)C(NC(=O)c3c(F)cccc3F)(C(F)(F)F)C3=C2CC(C)(C)CC3=O)cc1` (centres undefined)?
CAL PDZ FP-1: -2; Ecoli viability: -2.2; MITF TRPM1 HTS: -2; SR-BI DiI-HDL act: 26; CAL PDZ FP-2: -1.1; SR-BI HDL uptake: -26; phage Ecoli inh: 3.8; AddAB inh: 2.6; Wnt act: -2; Tat transport: 23

How did O=C(NC(C1CC1)C1CC1)C1CCC(=O)N(CCCN2CCCC2=O)C1 (centres undefined) do in these assays?
CAL PDZ FP-1: -2; Ecoli viability: -0.2; MITF TRPM1 HTS: 7; SR-BI DiI-HDL act: 13; CAL PDZ FP-2: -2.2; SR-BI HDL uptake: -13; phage Ecoli inh: -0.9; AddAB inh: 0.3; Wnt act: 3; Tat transport: 6

Results for O=C(N/N=C/c1cccnc1)c1cccc(F)c1 ?
CAL PDZ FP-1: 52*; Ecoli viability: -1.3; MITF TRPM1 HTS: 6; SR-BI DiI-HDL act: 2; SR-BI HDL uptake: -2; phage Ecoli inh: -1.3; AddAB inh: 1.5; Wnt act: 1; Tat transport: -10

Results for CC(C(=O)N1CCc2ccccc21)N1CCN(c2ccccn2)CC1 (centres undefined) ?
Ecoli viability: 1.6; MITF TRPM1 HTS: -3; SR-BI DiI-HDL act: 1; CAL PDZ FP-2: -1.0; SR-BI HDL uptake: -1; phage Ecoli inh: 4.5; AddAB inh: 3.5; Wnt act: -2; Tat transport: 5

How did COc1ccccc1NC(=O)CCNC(=O)c1ccc(C)cc1 do in these assays?
CAL PDZ FP-1: 0; MITF TRPM1 HTS: -1; SR-BI DiI-HDL act: -3; CAL PDZ FP-2: -9.8; SR-BI HDL uptake: 3; phage Ecoli inh: 1.9; Wnt act: -1; Tat transport: 4

What do the screens show for `COc1ccc(NC(=O)c2sc(N3CCOCC3)nc2-c2ccccc2)c(OC)c1`?
CAL PDZ FP-1: -1; Ecoli viability: -2.7; MITF TRPM1 HTS: -10; SR-BI DiI-HDL act: -64; CAL PDZ FP-2: 0.7; SR-BI HDL uptake: 64; phage Ecoli inh: 1.1; AddAB inh: 1.7; Tat transport: -1

How did O=C(C1=C[C@H](c2ccccc2)C[C@H](OCc2ccc(CO)cc2)O1)N1CCOCC1 do in these assays?
CAL PDZ FP-1: 1; Ecoli viability: 1.2; MITF TRPM1 HTS: 7; SR-BI DiI-HDL act: 32; CAL PDZ FP-2: 0.0; SR-BI HDL uptake: -32; phage Ecoli inh: 1.4; AddAB inh: 1.1; Wnt act: 0; Tat transport: -2

What do the screens show for `CCc1ccccc1NC(=S)N(CCN1CCCCC1)Cc1ccco1`?
CAL PDZ FP-1: -6; Ecoli viability: 2.1; MITF TRPM1 HTS: 9; SR-BI DiI-HDL act: 25; CAL PDZ FP-2: -2.1; SR-BI HDL uptake: -25; phage Ecoli inh: -1.4; AddAB inh: 3.6; Wnt act: 3; Tat transport: 1

What do the screens show for `CCOC(=O)Cc1ccc(NS(=O)(=O)c2ccc(SC)cc2)cc1`?
CAL PDZ FP-1: -1; Ecoli viability: 0.5; MITF TRPM1 HTS: -13; SR-BI DiI-HDL act: 25; CAL PDZ FP-2: -0.6; SR-BI HDL uptake: -25; phage Ecoli inh: 1.8; AddAB inh: 0.7; Wnt act: 1; Tat transport: 1

What do the screens show for `C[n+]1ccccc1/C=C1\Sc2ccccc2N1CCO`?
CAL PDZ FP-1: -7; Ecoli viability: 0.2; MITF TRPM1 HTS: 1; SR-BI DiI-HDL act: 30; CAL PDZ FP-2: -13; SR-BI HDL uptake: -30; phage Ecoli inh: 2.0; AddAB inh: 2.5; Wnt act: -4; Tat transport: -3

Results for CC(C)NC(=O)C1CCN(C2CCN(Cc3cn[nH]c3-c3ccccc3)CC2)CC1 ?
CAL PDZ FP-1: -6; Ecoli viability: -2.6; MITF TRPM1 HTS: 8; SR-BI DiI-HDL act: 8; CAL PDZ FP-2: -1.6; SR-BI HDL uptake: -8; phage Ecoli inh: 0.5; AddAB inh: 1.9; Wnt act: -1; Tat transport: -5

Results for COC(=O)C(C(=O)OC)[C@@H]1C=C[C@H](C[N+](=O)[O-])N(C(C)=O)C1 ?
CAL PDZ FP-1: -3; MITF TRPM1 HTS: 1; SR-BI DiI-HDL act: 0; CAL PDZ FP-2: -0.7; SR-BI HDL uptake: 0; phage Ecoli inh: 2.4; Wnt act: -1; Tat transport: -4

What do the screens show for `CC(C)(C)c1ccc(CCC(CC(=O)O)CC(=O)O)cc1`?
CAL PDZ FP-1: -4; Ecoli viability: 1.6; MITF TRPM1 HTS: -10; SR-BI DiI-HDL act: 5; CAL PDZ FP-2: -0.3; SR-BI HDL uptake: -5; phage Ecoli inh: 4.9; AddAB inh: 1.9; Wnt act: -1; Tat transport: -7

Results for O=c1oc(=O)c2ccccc2c2ccccc12 ?
CAL PDZ FP-1: 2; MITF TRPM1 HTS: -8; SR-BI DiI-HDL act: 10; CAL PDZ FP-2: 0.5; SR-BI HDL uptake: -10; phage Ecoli inh: 3.3; Wnt act: 2; Tat transport: -1

Results for CN=c1sc2ccccc2n1CC(O)COc1ccccc1 (centres undefined) ?
Ecoli viability: 1.2; MITF TRPM1 HTS: 4; SR-BI DiI-HDL act: -8; CAL PDZ FP-2: -1.9; SR-BI HDL uptake: 8; phage Ecoli inh: 3.4; AddAB inh: 0.2; Wnt act: -2; Tat transport: -1

Bioassay records deposited in PubChem by several laboratories.

Not a hit list; any-hit rate near 3.6%.
